Screening results deposited in PubChem BioAssay by ICCB-Longwood Screening Facility, Harvard Medical School.
PV pol inh = poliovirus RNA polymerase inhibition; P03300; poliovirus polymerase elongation, fluorescence polarization; stronger effect = lower value; % elongation, % (compound at 16.7 µg/mL); 150,000 compounds, 0.66% hits; in the data active = % elongation below about 90%; also: some results filed as inactive read as strong as hits
Target sequence (P03300 1749-2209 limits assumed): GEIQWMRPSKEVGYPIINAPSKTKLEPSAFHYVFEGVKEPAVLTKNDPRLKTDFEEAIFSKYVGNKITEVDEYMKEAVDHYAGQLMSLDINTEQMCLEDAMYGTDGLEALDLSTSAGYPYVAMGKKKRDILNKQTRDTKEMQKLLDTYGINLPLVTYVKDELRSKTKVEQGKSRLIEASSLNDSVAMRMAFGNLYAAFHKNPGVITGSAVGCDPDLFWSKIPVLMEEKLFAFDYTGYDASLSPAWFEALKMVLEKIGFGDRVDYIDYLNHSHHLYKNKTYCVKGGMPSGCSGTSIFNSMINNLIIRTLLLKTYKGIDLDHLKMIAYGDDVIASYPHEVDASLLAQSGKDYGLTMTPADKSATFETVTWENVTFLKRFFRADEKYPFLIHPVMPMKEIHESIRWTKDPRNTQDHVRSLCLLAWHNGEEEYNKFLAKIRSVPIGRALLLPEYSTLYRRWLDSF
PV pol inh FP z-score = second read-out of PV pol inh, no call of its own (marks repeat the call); z-score; measured here: FP z-score; hits read low
* marks the source's active call; other numbers are inactive results. Some of the compounds tested; the hit share may differ from the screen's.

The first 6 compounds (preview)
SMILES	PV pol inh	PV pol inh FP z-score
COc1ccc(-c2ccc3c(N)c(C(=O)Nc4cccc(C)c4)sc3n2)cc1	113.0	0.4
CCN(CC)S(=O)(=O)c1ccc(N2CCCCC2)c(C(=O)O)c1	103.0	0.2
CCC(C)NC(=O)C1CCCN(S(=O)(=O)c2ccc(C)cc2)C1 (centres undefined)	102.0	0.3
CC1=C(C(=O)O)N2C(=O)[C@@H](NC(=O)[C@H](N)C3=CCC=CC3)C2SC1 (some centres undefined)	99.0	-0.3
COc1ccccc1NC(=O)N1CCN(C(c2ccccc2)c2ccccc2)CC1	100.0	-0.5
COCCOC(=O)c1c(C)oc2ccc(NS(=O)(=O)c3c(C)cc(C)cc3C)cc12	102.0	0

Results, repeating the preview:
SMILES	PV pol inh	PV pol inh FP z-score
COc1ccc(-c2ccc3c(N)c(C(=O)Nc4cccc(C)c4)sc3n2)cc1	113.0	0.4
CCN(CC)S(=O)(=O)c1ccc(N2CCCCC2)c(C(=O)O)c1	103.0	0.2
CCC(C)NC(=O)C1CCCN(S(=O)(=O)c2ccc(C)cc2)C1 (centres undefined)	102.0	0.3
CC1=C(C(=O)O)N2C(=O)[C@@H](NC(=O)[C@H](N)C3=CCC=CC3)C2SC1 (some centres undefined)	99.0	-0.3
COc1ccccc1NC(=O)N1CCN(C(c2ccccc2)c2ccccc2)CC1	100.0	-0.5
COCCOC(=O)c1c(C)oc2ccc(NS(=O)(=O)c3c(C)cc(C)cc3C)cc12	102.0	0
c1csc(CCNc2ncnc3sc4c(c23)CCC4)c1	103.0	0.2
COc1ccc(Nc2nc3c(S(=O)(=O)c4ccc(C)cc4)nnn3c3ccsc23)cc1Cl	100.0	-0.7
CC(=O)Oc1c[n+]([O-])n(-c2ccccc2)n1	97.0	-0.6
CC(C)C(=O)Nc1nnc(-c2ccccc2)s1	87.0*	-2.5*
O=C(CSc1nnc(NC2CC2)s1)c1ccc[nH]1	107.0	0.6
COc1ccccc1NCCC(=O)Nc1cccc(C)c1C	99.0	-0.2
Cc1ccc(OCC(=O)Nc2ccc(S(=O)(=O)Nc3ncccn3)cc2)c(C(C)(C)C)c1	105.0	0
COc1ccccc1N1CCN(C(=O)Nc2cn(CC(C)C)c(=O)c3ccccc23)CC1	104.0	0
CN(C)CCOC(=O)C1(C#N)CC2c3ccccc3C1c1ccccc12 (centres undefined)	101.0	-0.1
O=C1CCC(=O)N1CNc1ccc(-c2ccccc2)cc1	105.0	0.4
CN(C)C(=O)CSc1nnc(Nc2ccccc2)n1-c1ccccc1	100.0	-0.7
Cc1ccc(NC(=O)CN(C)C(=O)c2cccc(S(=O)(=O)N3CCOCC3)c2)cc1	101.0	-0.3
COc1ccccc1CCN=C(N)NS(C)(=O)=O	99.0	-0.7
Cc1cc(C)nc(NCn2c(=S)sc3ccccc32)n1	101.0	0.1
CCC(C)NC(=O)C1CC1c1ccccc1 (centres undefined)	98.0	-0.4
CC(C)CNC(=O)c1ccc(N(C)C)cc1	103.0	0
Cc1cc(NS(=O)(=O)c2ccc(N3C(=O)C4C5C=CC(C5)C4C3=O)cc2)nc(C)n1 (centres undefined)	99.0	-0.3
COc1ccc(OCCSc2ncccn2)cc1	103.0	0.6
Cc1ccc(S(=O)(=O)NCC(=O)OCc2nnc(-c3ccccc3)o2)cc1C	98.0	-0.2

Continuation:
SMILES	PV pol inh	PV pol inh FP z-score
O=c1oc(-c2cc3ccccc3s2)ns1	85.0*	-1.6*
CC(C)c1ccc(NC(=O)C2CCC(CNS(=O)(=O)c3cccs3)CC2)cc1 (centres undefined)	102.0	0.1
O=C(CSc1nnnn1Cc1ccccc1)NCCc1ccccc1	100.0	-0.4
CC(=O)c1cc2c(cc1NC(=O)c1cnn(-c3ccc(C)cc3)c1-n1cccc1)OCO2	103.0	-1.2
Nc1nccc(-c2ccc(NC(=O)Nc3cccc(Cl)c3)cc2)n1	104.0	1
O=C1c2ccccc2C(=O)N1Cn1ncc(Cl)c(Cl)c1=O	106.0	-0.5
Cc1ccc(OCc2ccc(C(=O)Nc3ncc(Br)s3)o2)cc1C	100.0	-0.4
NCCCn1cncn1	96.0	-2.7
Cc1ccc(/C=C(\C#N)c2nc3ccccc3c(=O)[nH]2)cc1	103.0	-0.2
CCOC(=O)c1ccc(NC(=O)CSc2cn(CC(=O)N3CCCC3)c3ccccc23)cc1	111.0	-0.4
Cn1c(=O)c2c(SCC(=O)NCc3ccco3)nc(-c3ccccc3F)nc2n(C)c1=O	105.0	-0.7
Cc1nc(=O)cc(-c2ccccc2)n1C	101.0	0
CS(=O)(=O)Nc1ccc(C(=O)NC23CC4CC(CC(C4)C2)C3)cc1	100.0	-0.7
COc1ccc(-c2cc(-c3ccccc3)c(C#N)c(SCC3(O)CCCCC3S(C)=O)n2)cc1 (centres undefined)	103.0	0.4
CC(=O)Nc1ccccc1OCC(O)CS(=O)(=O)c1ccc(C(F)(F)F)cn1 (centres undefined)	103.0	0
O=C(O)Cc1cc(=O)n(-c2ccccc2)[nH]1	103.0	0.3
COC(=O)c1c(C)nc(C)c(C(=O)OC)c1-c1csc(S(=O)(=O)N2CCOCC2)c1	104.0	0.7
CCN(CC)CCNC(=O)c1sc2nc(C)cc(C)c2c1-n1cccc1	100.0	-1.5
O=C(Nc1ccc(OC(F)(F)F)cc1)C(Cc1ccccc1)NS(=O)(=O)c1cccc2nsnc12 (centres undefined)	109.0	0.8
C=CCN=C1NN=C(c2cc(C)n(CC=C)c2C)CS1	99.0	-0.5
CN(C)C(=O)COc1ccc2ccc(=O)oc2c1	111.0	0.5
CCOC(=O)c1cc(C)n(CC2CCC(C(=O)Nc3cccc(C(C)=O)c3)CC2)c1C (centres undefined)	99.0	-1.4
COc1cc(NC(=O)C2CC3C=CC2C3)cc(OC)c1OC (centres undefined)	107.0	0.7
O=c1c2cc(NC(=S)NC3CCN(Cc4ccccc4)CC3)ccc2nc2n1CCCCC2	102.0	1.2
Cc1cccc(N2CCN(c3nc4ccccc4c4nc(-c5cccnc5)nn34)CC2)c1C	104.0	0

(next part)
SMILES	PV pol inh	PV pol inh FP z-score
CCOC(=O)C(Cc1ccccc1)N1C(=O)c2ccccc2C1=O (centres undefined)	104.0	0.5
CCN1CCN(c2ncnc3sc(C(=O)N4CCCC4)c(C)c23)CC1	103.0	1.3
COC(=O)c1c(SC)nc2ccccc2c1OCc1ccccc1C	110.0	0.8
CSc1ccccc1NC(=O)CN1CCN(C(C)=O)CC1	102.0	0
Cc1ccc(Cn2cc(CCC(=O)NC3CCC(C)CC3)c3ccccc32)cc1 (centres undefined)	110.0	0.8
COC(=O)c1c(SCC(=O)Nc2cccc(Cl)c2C)[nH]c2ccccc2c1=O	108.0	0.3
O=C(O)CCc1cn(CCC(=O)O)cn1	101.0	-0.3
CC(C)CCNC(=O)Cn1cc(S(=O)(=O)Cc2ccc(F)cc2)c2ccccc21	93.0	-2.7
CCOc1ccc(NC(=O)Nc2nnc(N3CCCCC3C)s2)cc1 (centres undefined)	109.0	0.3
COc1ccc(CN(C)C(=O)c2cccc(C)c2)cc1OC	107.0	0.5
CC(C)CCN(C(=O)Nc1ccc(Cl)c(Cl)c1)C1CCN(C(C)C)CC1	117.0	1.5
Cc1ccc(C(=O)C2COC(=O)C2)cc1 (centres undefined)	102.0	0.2
COc1ccc(-n2c(SCC(=O)c3ccc4c(c3)NC(=O)CO4)nc3ccccc3c2=O)cc1OC	100.0	-0.1
Nc1cc(-c2ccccc2)ccc1O	102.0	0.1
COc1ccccc1N1CCN(S(=O)(=O)c2cc(C(=O)Nc3ccc(Oc4ccccc4)cc3)ccc2F)CC1	107.0	-0.2
CCc1ccc(NC(=O)C(=O)NCC(c2cccnc2)N2CCOCC2)cc1 (centres undefined)	104.0	-1
Cc1onc(-c2ccccc2Cl)c1C(=O)NC1=NCCS1	106.0	0.3
CC(C(=O)NC1CC2CCC1C2)N(c1ccccc1)S(C)(=O)=O (centres undefined)	100.0	-0.3
O=C(CNCc1ccccc1F)Nc1ccc(N2CCCC2)cc1	102.0	0.2
COc1ccc(C2CC(=O)C3=C(C2)NC(C)=C(C#N)C3c2ccc(N(C)C)cc2)cc1 (centres undefined)	103.0	0.4
O=C1N(c2ccccc2)C(c2ccc(C(F)(F)F)cc2)C1(F)F (centres undefined)	99.0	-0.2
COc1cc(NS(=O)(=O)c2ccc3c(c2)CCN3S(C)(=O)=O)cc(OC)c1	109.0	0.5
COc1ccc(CN2C(=O)c3oc4ccc(F)cc4c(=O)c3C2c2ccc(O)cc2)cc1 (centres undefined)	102.0	-0.5
c1cncc(-c2nnc(-c3cccnc3)nn2)c1	66.0*	-6.6*
O=C1c2ccccc2C(=O)N1CNCC(O)c1ccccc1 (centres undefined)	103.0	-0.1

New compounds follow
SMILES	PV pol inh	PV pol inh FP z-score
Cc1ccc(NC(=O)C2CCCN(S(=O)(=O)c3c(C)noc3C)C2)cc1 (centres undefined)	102.0	-1.5
C=CCn1c(C)cc(C(=O)CSc2nc(O)cc(=O)n2CCC)c1C	101.0	-0.1
Cc1nn(C(C)C(=O)NC2CCC(C)CC2)c(=O)c2c1sc1ccccc12 (centres undefined)	104.0	-0.3
CN(Cc1ccccc1)c1ncnc2c1nc1n2CCCCC1	101.0	-0.2
NC[C@@H]1CC[C@@H](N)[C@@H](O[C@H]2[C@H](O)[C@@H](O[C@H]3O[C@H](CO)[C@@H](O)[C@H](N)[C@H]3O)[C@H](N)C[C@@H]2N)O1	100.0	0.3
COc1ccccc1/C=N\NC(N)=S	103.0	0.3
CC(C)N(C(=O)c1cc2c(Cl)nc3ccccc3c2s1)C1CCCCC1	102.0	-0.1
CCOC(=O)C1CCC(CN(Cc2cccc(Br)c2)S(=O)(=O)c2ccc(Cl)cc2)CC1 (centres undefined)	110.0	0.3
S=C(Nc1ccccc1)NC1CC2CCCC(C1)N2C1CC1 (centres undefined)	103.0	0.1
CCN(CC)CCNC(=O)c1ccc2c(c1)N(Cc1ccccc1)C(=O)c1ccccc1S2=O (centres undefined)	101.0	-0.6
O=C(Nc1cc2c(cc1C(=O)c1cccc(Br)c1)OCCO2)c1ccccc1F	103.0	-0.1
S=C(NC1CC1)N1CCN(c2ccc(Cl)cc2)CC1	100.0	-1
Cc1cc(C)c(C#N)c(SCC(=O)Nc2sc3c(c2C#N)CCC(C(C)(C)C)C3)n1 (centres undefined)	102.0	0.2
COc1ccccc1/C=C/C(=O)OCC(=O)Nc1ccc(Cl)cn1	101.0	-0.5
COC(=O)c1[nH]c2ccc(F)cc2c1N	101.0	-0.3
O=C(COc1ccc(-c2nnco2)cc1)NCc1ccco1	106.0	0.3
Cc1ccc(NC(=O)CCSc2nc(-c3ccco3)cc(C(F)(F)F)n2)cc1F	103.0	-0.1
COc1ccc(-c2noc(CCC(=O)Nc3cccc(C)c3C)n2)cc1OC	101.0	-1.4
CC1CCN(c2nc(N3CCCCC3)nc(N3CCCCC3)n2)CC1	102.0	0.2
O=C(CSc1nc(-c2ccccc2)cs1)N1CCOCC1	101.0	0.6
COc1ccc2nc(Cl)c(CNCCN(C)C)c(N3CCCCC3)c2c1	105.0	1
O=C(O)c1cc2nc(C3CC3)cc(C(F)(F)F)n2n1	100.0	-0.6
Cc1ccc(N(CC(=O)N2CCN(c3cc(Cl)ccc3C)CC2)S(=O)(=O)c2c(C)noc2C)cc1	107.0	0
COC(=O)CSc1nc2sc3c(c2c(=O)n1-c1ccc(C)cc1)CC(C(C)C)OC3 (centres undefined)	105.0	0
COc1ccc(N(Cc2cc(-c3ccco3)on2)S(=O)(=O)c2cc(C)ccc2C)cc1	104.0	0.1

Next structures follow.
SMILES	PV pol inh	PV pol inh FP z-score
CSc1nc(C)nc(Nc2ccc(Cl)cc2Cl)c1C#N	102.0	0.2
CC(=O)Nc1cccc(NC(=O)C2(c3cccs3)CCOCC2)c1	105.0	-0.4
COc1ccc(Cl)cc1NC(=O)c1c(NCc2cccnc2)sc2c1CCC(C)C2 (centres undefined)	101.0	-0.4
CC(C)CC(NC(=O)Cc1ccsc1)C(=O)NN (centres undefined)	102.0	-0.6
CC(C)(C)CC(=O)NCc1nc(-c2ccc(Cl)cc2)no1	101.0	0
OC(c1ccccc1)c1oc2ccccc2c1-c1cnn(-c2ccccc2)c1 (centres undefined)	107.0	0.5
CCCCCOc1ccc(/C=C/C(=O)Nc2sc3c(c2C(=O)OCC)CCC3)cc1OC	107.0	0.5
CC1CCN(C(=O)COC(=O)c2n[nH]c3ccccc23)CC1	103.0	0.4
O=C(NCc1ccccn1)/C(=C/c1ccccc1Cl)c1ccccc1	101.0	-0.2
Cc1ccccc1-c1nc(CS(=O)(=O)CC(=O)NC(C)c2ccccc2)c(C)o1 (centres undefined)	101.0	-0.5
COc1ccccc1NC(=O)CSC1=Nc2ccccc2C2=NC(Cc3ccccc3)C(=O)N12 (centres undefined)	107.0	0.3
Cc1cc(Cl)ccc1NC(=O)Cn1nnc2sc(-c3ccccc3)cc2c1=O	109.0	0.3
Cn1c(=O)c(C(=O)NCCc2ccccc2)cc2cccnc21	103.0	0.2
CC1CCCC(NC(=O)COC(=O)Cc2cccs2)C1C (centres undefined)	100.0	-0.3
CCc1ccc(NC(=O)CSc2nc3n[nH]c(C)c3c(=N)n2-c2ccc(C)cc2)cc1	86.0*	-2.7*
CC1CCCCN1S(=O)(=O)c1ccc(S(=O)(=O)NCc2ccc(F)cc2)cc1 (centres undefined)	104.0	0.6
CC1(C)CC(NC(=O)NCc2ccc3c(c2)OCO3)CC(C)(CNC(=O)NCc2ccc3c(c2)OCO3)C1 (centres undefined)	102.0	0
N#CN=C(N)CSc1nc(-c2ccccc2)cc(-c2ccccc2)c1C#N	104.0	1
O=C(Nc1ccn([C@H]2CC[C@@H](CO)O2)c(=O)n1)c1ccccc1	103.0	0.6

Full records, looked up by structure:
CC1CCN(C(=O)COC(=O)c2n[nH]c3ccccc23)CC1 in the list: PV pol inh = 103.0; PV pol inh FP z-score = 0.4
CC(C)(C)CC(=O)NCc1nc(-c2ccc(Cl)cc2)no1 in the list: PV pol inh = 101.0; PV pol inh FP z-score = 0
CC1(C)CC(NC(=O)NCc2ccc3c(c2)OCO3)CC(C)(CNC(=O)NCc2ccc3c(c2)OCO3)C1 (centres undefined) in the list: PV pol inh = 102.0; PV pol inh FP z-score = 0
